Source: PubChem (University of Kansas High Throughput Screening Laboratory)
mHTT-CaM PPI inh – mHTT-calmodulin interaction abrogation | P42858 | AlphaScreen His-mHTT/GST-CaM binding, luminescence | inhibition, % at 15 µM | 190,000 tested, 3.6% active;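 note: 0% = both proteins with DMSO and 100% = one protein alone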
Pf apPOL block – Pf-apPOL DNA polymerase inhibition; Recombinant Pf-apPOL, molecular beacon fluorescence, 1.5 h; inhibition, % at 10 µM; 210,000 tested, 0.25% active
* marks the source's active call; other numbers are inactive results; . = not tested or not shown; & = joins results of further samples. Cut-off read from the data, not from the text of the source: active = inhibition above about 50%; inactive = the rest.

SMILES	mHTT-CaM PPI inh	Pf apPOL block
Cc1ccc(NC(=O)N2CCC(c3nc(C(=O)N4CCOCC4)c(C)o3)CC2)cc1	-1	-6
N#Cc1ccc(NS(=O)(=O)c2cc(Cl)sc2Cl)cc1	.	5
CC1CCC(NC2CCCc3c2[nH]c2ccc([N+](=O)[O-])cc32)C1 (centres undefined)	19	-11
CC(C)NC(=O)C1(O)c2cc(Br)ccc2NC(=O)N1c1ccccc1 (centres undefined)	-1	-7
COc1cccc(C2C(N3C(=O)c4ccccc4C3=O)C(=O)N2c2ccc(Cl)cc2C)c1 (centres undefined)	-3	-9
CCOCCCN1COc2ccc3c(=O)c(Oc4ccccc4OCC)coc3c2C1	0	2
Cc1ccc(CNC(=O)C2CCN(c3ccncc3)CC2)cc1	-12	-9
CC(O)(CNC(=O)c1cc(Br)ccc1Cl)c1ccc2c(c1)OCO2 (centres undefined)	-9	-9
O=[N+]([O-])c1ccccc1S(=O)(=O)NCCc1ccc(F)cc1	-4	5
CC12CCC3c4ccc(O)cc4CCC3C1CC(=Cc1ccccc1)C2O (centres undefined)	97*	-11
CC(=O)N1CCC2(CCc3ccccc3O2)CC1	3	-5
COc1cccc(CNC(=O)C2(C)Cc3ccccc3C(=O)N2CC(C)C)c1 (centres undefined)	-7	1
Cc1ccc(CNS(=O)(=O)c2ccc(F)c(C(=O)Nc3ccc(Br)cc3)c2)cc1	12	3
c1ccc2c(NCCCNc3ncnc4ccccc34)ncnc2c1	-2	-6
COc1cccc(OCC(O)CN2CCN(c3ccccc3OC)CC2)c1 (centres undefined)	-10	-8
CCOc1cc(C2CC(=O)Nc3n[nH]c(C)c32)ccc1O (centres undefined)	-9	10
Cc1ccc(C(=O)N2CCC(c3cc(N)on3)CC2)s1	16	-4
CCC(=O)NCc1nc2c(n1CC)CN(C(=O)Cc1ccc(Cl)cc1)CC2	8	-15
Cc1ccccc1N1CCN(Cc2cc(=O)[nH]c(C(C)C)n2)CC1	-2	-3
COc1cc(NC(=O)c2cc(-c3ccc(Cl)cc3)on2)c(OC)cc1Cl	-5	-4
COc1cccc(Oc2cc(Cl)nc(N)n2)c1	-1	-1
CC(=O)c1ccc(NS(=O)(=O)c2ccc3[nH]c4c(c3c2)CCCCC4)cc1	70*	-1
CCOC(=O)N1CCc2nn(CC(=O)NCCCc3ccccc3)c(=O)cc2C1	15	1
CCOc1nn(CC)cc1C(=O)N1CCN(c2cccc(Cl)c2)CC1	91*	-12
O=C(Cc1ccc(F)cc1)NCc1ccccn1	3	48
Cc1nc(=NC(=N)N)n(C)c2ccccc12	10	-4
c1ccc2sc(SCc3cn4ccsc4n3)nc2c1	7	-4
Cc1cc(C)cc(N2CCC(NC(=O)c3ccc(C)s3)C2=O)c1 (centres undefined)	-13	-1
O=C(c1ccoc1)N1CCCC(c2cc(-c3ccc(F)cc3)n[nH]2)C1 (centres undefined)	-2	-4
COc1ccc(OC(NC(=O)/C=C/c2ccccc2)C(Cl)(Cl)Cl)cc1 (centres undefined)	51*	1

Complete entries as entered above. Screens in order: mHTT-CaM PPI inh, Pf apPOL block
Results for CC(=O)c1ccc(NS(=O)(=O)c2ccc3[nH]c4c(c3c2)CCCCC4)cc1 → 70*, -1
Results for CC(=O)N1CCC2(CCc3ccccc3O2)CC1 → 3, -5
Results for N#Cc1ccc(NS(=O)(=O)c2cc(Cl)sc2Cl)cc1 → ., 5

(next part)
SMILES	mHTT-CaM PPI inh	Pf apPOL block
O=C(Cn1cnc([N+](=O)[O-])n1)Nc1cccc(Cl)c1Cl	-3	-1
CCNc1nc(NC(C)C)nc(SCCOc2ccc(Br)cc2)n1	-66	-7
O=C(c1cc2c(s1)CCCC2)N1CCc2c(nc[nH]c2=O)C1	16	27
Cc1cc(C)cc(NC(=O)C2CCCN(C(=O)c3ccccc3F)C2)c1 (centres undefined)	97*	-23
CC1(O)CCN(Cc2ccc(C#N)cc2)CC1N1CCCC1 (centres undefined)	4	-1
COc1cccc(NC(=O)CCC2CCCN(c3cc(NC4CC4)ncn3)C2)c1 (centres undefined)	24	-8
Cc1onc(-c2c(Cl)cccc2Cl)c1C(=O)Nc1cc(C(N)=O)c(Cl)cc1Cl	4	-5
CC(C)(C)n1nc2c(c1NC(=O)c1ccc([N+](=O)[O-])cc1)CS(=O)(=O)C2	0	-2
COc1ccc(N=Cc2cc3c(cc2[N+](=O)[O-])OCO3)cc1OC	47	-2
CN(CC(=O)NC1CCCCC1)S(=O)(=O)c1ccc(Br)s1	-1	0
COc1ccc(-c2csc3c(=O)n(CC(=O)N4CCCC4)cnc23)cc1	-13	-6
Cc1ccc(-c2nn(-c3ccccc3)cc2/C=C2/N=C(c3ccccc3)OC2=O)o1	45	-5
O=C1OC(c2cccc(F)c2)=N/C1=C\c1ccccc1	6	-5
Cc1ccc(NC(=O)N2CCOc3ccc(Cl)cc32)cc1F	-23	-4
CCN1CCN(CC2CCN(S(=O)(=O)c3cc(F)cc(F)c3)CC2)CC1	-1	-3
Cc1ccc(S(=O)(=O)C=Cc2ccc([N+](=O)[O-])o2)cc1	.	-1
COc1ccc(-c2cc(C(=O)NCCN3CCOCC3)no2)cc1OC	2	-1
S=C(Nc1ccccc1Cl)N1CCc2ccccc2C1	.	0
Cc1cccc(OCC(=O)Nc2cccnc2)c1	-4	-5
COc1ccc(-n2nc3c(c2NC(=O)c2cccc(Br)c2)CS(=O)C3)cc1 (centres undefined)	11	1
O=C(Nc1ccc2ncnc(N3CCCC3)c2c1)c1cncc(Br)c1	38	5
CN(C)CC(=O)Nc1ccc([N+](=O)[O-])cc1	3	-3
O=C(C1CC(=O)N(c2ccc(F)c(Cl)c2)C1)N1CCN(c2ccc(F)cc2)CC1 (centres undefined)	6	-5
CC(CCc1ccccc1)NC(=O)CC(C(=O)N1CCc2ccccc21)n1ccnc1 (centres undefined)	20	-7
Cc1ccc2ncnc(NC(CC(C)C)C(=O)O)c2c1 (centres undefined)	-2	2
CC12CCC(C1)C(C)(C)C2NS(=O)(=O)c1cc(Cl)c(Cl)cc1Cl (centres undefined)	.	3
O=C(c1ccc(S(=O)(=O)Cc2cc(F)ccc2F)c([N+](=O)[O-])c1)N1CCCCC1	6	-6
S=C1SCN(Cc2cccnc2)CN1Cc1cccnc1	.	12
COc1ccccc1-c1c(C)oc2c(CN3CCCC3)c(O)ccc2c1=O	-1	-7
Cc1cc(OC(=O)C(C)C)cc2c1C(=O)C(=Cc1cccnc1)O2	42	-11
COCCCNC(=O)C1CC(=O)N(CCc2c[nH]c3ccc(C)cc23)C1 (centres undefined)	3	0
CC(C)C(=O)Nc1ccc(C2(C(=O)NCc3cccnc3)CCCCC2)cc1	-12	0
Cc1ccc(C)c(OCC(=O)NCCc2ccccc2)c1C	-22	-2
O=C(c1ccccc1)N1CCc2sc(C(=O)N3CCN(c4ccccn4)CC3)cc2C1	15	-6
O=C(NCc1ccco1)c1cc2n(n1)C(C(F)(F)F)CC(c1ccco1)N2 (centres undefined)	7&14	-6
COc1ccc(NC(=O)CSc2nc3nc(C)cc(C)n3n2)cc1OC	-1	-16
CCCS(=O)(=O)c1cscc1NC(=O)c1ccc(-c2cc(C(F)(F)F)nn2C)s1	.	-8&-2
Cc1ccc(NC(=O)N2CCc3c(c(-c4nc(C)no4)nn3C)C2)c(C)c1	-3	-3
Cc1ccc(C(=O)N2CCC(COc3ccccc3C(=O)N3CCCC3)CC2)cc1	3	-7
Cc1ccccc1NC(NC(=O)Cc1ccccc1)C(Cl)(Cl)Cl (centres undefined)	-17	-8
O=C(NCc1ccccc1)C(=O)Nc1ccc2c(c1)OCO2	0	0
Cn1nc(COCc2ccccc2)c2c1CCN(S(=O)(=O)c1ccc(Cl)s1)C2	5	0
Cc1ccc(S(=O)(=O)N2CCN(S(=O)(=O)N3CCCCC3)CC2)cc1	-20	-5
O=C(c1ccccc1[N+](=O)[O-])N1CCN=C1SCc1ccccc1	15	-4
COc1ccc(C(=O)C=CSc2nc3ccccc3o2)cc1	.	-1&-8
O=c1oc(Nc2ccccc2)nc2ccccc12	.	-1
O=C(NCc1cccs1)C(=O)Nc1ccccc1Cl	-5	-2
Cn1nc(-c2ccc(NC(=O)Cc3ccc(Cl)cc3)cc2)ccc1=O	8	-7
Cc1ccc(S(=O)(=O)NC(=O)NCc2c(Cl)cccc2Sc2ccc(Cl)cc2)cc1	.	-2
Cc1ccn2c(NCc3ccccc3)c(-c3ccccc3O)nc2c1	80*	1

(further entries)
SMILES	mHTT-CaM PPI inh	Pf apPOL block
COc1ccc([C@@H]2C[C@@H](c3ccccc3)Oc3cc(OC)c(OC)c(OC)c32)cc1	15	0
COc1ccc(C(CCN2CCCC(C)C2)c2c(OC)cc(OC)c3c2OC(=O)CC3c2cc(OC)c(OC)c(OC)c2)cc1 (centres undefined)	54*	-2
O=C(C1CCN(Cc2ccc(F)cc2)CC1)N(CCO)Cc1ccccc1	11	0
COc1cccc(NC(=O)CSc2nc3ccsc3c(=O)n2-c2ccc(F)cc2)c1	1	-7
Cc1cccc(C(=O)N(Cc2ccccc2)Cc2ccccc2)c1	-33	-3
Cc1ccc(C(C)C)c(OCC(=O)N2CCN(c3ccc([N+](=O)[O-])cc3)CC2)c1	-2	-5
O=C(NCc1ccc(F)cc1)C(=O)NCc1ccsc1	-7	-5
COc1cccc(CN2CCc3nc(Nc4ccc5c(c4)OCO5)ncc3C2)c1	84*	3
CC1Cc2ccccc2N1C(=O)CSC1=C(C#N)C(c2ccccc2F)CC(=O)N1 (centres undefined)	7	-6
CC(=O)N1c2c(cc(Br)cc2S(=O)(=O)Nc2cccc([N+](=O)[O-])c2)CC1C (centres undefined)	6	3
O=C(O)COCC(=O)Nc1cccnc1	.	3
CCC(=O)Nc1ccc(Cc2ccc(NC(=O)CC)c(C(=O)O)c2)cc1C(=O)O	-2	11
COc1cc(NC(=O)N2c3ccccc3CC2C(N)=O)cc(OC)c1OC (centres undefined)	-2	-8
CC(=O)Nc1cccc(N2CC(C(=O)Nc3ccc(F)c(F)c3)CC2=O)c1 (centres undefined)	0	-2
Nc1nc(-c2ccccc2)c(Br)c(=O)[nH]1	-5	0&0
Cc1cc(Nc2ccc3c(c2)OCCO3)c2cccc(C)c2n1	5	-5
COc1ccccc1C=C1Oc2cc(OC(=O)C(C)C)ccc2C1=O	4	-4
O=C(NCc1ccc(N2CCOCC2)nc1)c1ccc(F)c(F)c1	-8	1
O=C(c1noc2c1CCCC2)N(CCCN1CCOCC1)Cc1ccco1	5	-3

Of the compounds above, 19 contain four or more nitrogen atoms.
SMILES	mHTT-CaM PPI inh	Pf apPOL block
Cc1ccc(NC(=O)N2CCC(c3nc(C(=O)N4CCOCC4)c(C)o3)CC2)cc1	-1	-6
c1ccc2c(NCCCNc3ncnc4ccccc34)ncnc2c1	-2	-6
CCC(=O)NCc1nc2c(n1CC)CN(C(=O)Cc1ccc(Cl)cc1)CC2	8	-15
Cc1ccccc1N1CCN(Cc2cc(=O)[nH]c(C(C)C)n2)CC1	-2	-3
CCOC(=O)N1CCc2nn(CC(=O)NCCCc3ccccc3)c(=O)cc2C1	15	1
CCOc1nn(CC)cc1C(=O)N1CCN(c2cccc(Cl)c2)CC1	91*	-12
Cc1nc(=NC(=N)N)n(C)c2ccccc12	10	-4
O=C(Cn1cnc([N+](=O)[O-])n1)Nc1cccc(Cl)c1Cl	-3	-1
CCNc1nc(NC(C)C)nc(SCCOc2ccc(Br)cc2)n1	-66	-7
COc1cccc(NC(=O)CCC2CCCN(c3cc(NC4CC4)ncn3)C2)c1 (centres undefined)	24	-8
CC(C)(C)n1nc2c(c1NC(=O)c1ccc([N+](=O)[O-])cc1)CS(=O)(=O)C2	0	-2
O=C(Nc1ccc2ncnc(N3CCCC3)c2c1)c1cncc(Br)c1	38	5
CC(CCc1ccccc1)NC(=O)CC(C(=O)N1CCc2ccccc21)n1ccnc1 (centres undefined)	20	-7
S=C1SCN(Cc2cccnc2)CN1Cc1cccnc1	.	12
O=C(c1ccccc1)N1CCc2sc(C(=O)N3CCN(c4ccccn4)CC3)cc2C1	15	-6
O=C(NCc1ccco1)c1cc2n(n1)C(C(F)(F)F)CC(c1ccco1)N2 (centres undefined)	7&14	-6
COc1ccc(NC(=O)CSc2nc3nc(C)cc(C)n3n2)cc1OC	-1	-16
Cc1ccc(NC(=O)N2CCc3c(c(-c4nc(C)no4)nn3C)C2)c(C)c1	-3	-3
COc1cccc(CN2CCc3nc(Nc4ccc5c(c4)OCO5)ncc3C2)c1	84*	3

This is a subset (hit frequency here may not be typical).
